Screening data deposited in PubChem by several laboratories.
hgDAF12 agonist = activates the H. glycines DAF-12 receptor ligand-binding domain; activation, % at 6.8 µM; actives 1.8% (n = 370,000); AID 687014; HEK293 GAL4-hgDAF12 UAS-luciferase reporter, agonist luminescence; normalized to butyrate control;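 active = activation above a cutoff set at the mean of all screened compounds plus 3 SD, cut at about 10% in these data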;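 note: 0% = DMSO wells and 100% = sodium butyrate wells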
DAX1 inh-1 = inhibits human nuclear receptor DAX1; P51843; HEK293 Gal4-DAX1 luciferase reporter, luminescence; actives 0.99% (n = 340,000); AID 504766; inhibition, % at 6.75 µM;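 active = inhibition above the mean over all tested compounds plus 3 SD, cut at about 4.2% in these data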;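 note: 0% = DAX1-transfected cells with DMSO and 100% = empty-vector control cells with DMSO; inhibition shows as a rise in luminescence from relieved DAX1 repression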
NPR2 activator = GC-B (human) receptor activation; P20594; activation, % at 10 µM; HEK293-GC-B cells, CNP EC30, cGMP TR-FRET; 0% at EC30 CNP, 100% saturating CNP; actives 0.11% (n = 370,000); AID 1920062;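 active = activation at 10 µM reaching about 35% in either raw or pattern-adjusted values, limit read from the data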
SMARCA2 act = SMARCA2 function activation, primary screen | activation, % at 9.1 µM | actives 1% (n = 370,000) | MG213 cells, MMTV-luciferase reporter, dexamethasone, overnight; in the data active = activation above about 7.8%;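 note: 0% = vehicle wells and 100% = reference activator wells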
GAA850 FXN act = activators of GAA850 frataxin (FXN) promoter; HEK293 lucGAA850 FXN promoter luciferase reporter, 24 h; percent of 10 µM SAHA response; activation, % at 6 µM; actives 0.56% (n = 360,000);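 active = activation above the average of all compounds screened plus 3 SD, cutoff fixed separately per campaign, cut at about 7.5% in these data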;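 note: 0% = DMSO wells and 100% = 10 µM SAHA wells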
sPLA2-III inh = Inhibits HGIII-sPLA2 liposome hydrolysis, primary screen. QFRET BODIPY PC-A2 liposome hydrolysis, fluorescence. inhibition, % at 12.2 µM. actives 0.56% (n = 370,000);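 active = inhibition above mean plus 3 SD of compounds lying within the high and low control bounds, cut at about 19% in these data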;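 note: 0% = median of test compound wells and 100% = no enzyme DMSO wells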
hcDAF12 agonist = activates DAF-12 receptor from parasite H. contortus; HEK293 hcDAF-12 lit1-tk-luc reporter, luminescence; 0% DMSO, 100% Δ7-dafachronic acid; activation, % at 6.8 µM; actives 1.4% (n = 370,000);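 active = activation above the mean of all tested compounds plus 3 SD, cut at about 5.5% in these data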;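 note: 100% = response to 3 µM Δ7-dafachronic acid high control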
ssDAF-12 act = activates DAF-12 receptor from parasite S. stercoralis | actives 1% (n = 370,000) | HEK293 ssDAF-12/GRIP1 lit1-tk-luc reporter, luminescence; % of 3 µM dafachronic acid response | activation, % at 6.8 µM | AID 652126;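 active = activation above the mean over all tested compounds plus 3 SD, cut at about 0.9% in these data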;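 note: 0% = DMSO-only wells and 100% = 3 µM delta7-dafachronic acid wells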
GC-A act = GC-A (human) enzyme activation. HEK293 GC-A cells, cGMP TR-FRET, EC30 ANP; 0% at EC30 ANP, 100% saturating ANP. actives 0.14% (n = 370,000). activation, % at 10 µM. P16066; in the data active = activation above about 40%
Target sequence (P16066 whole entry, looked up): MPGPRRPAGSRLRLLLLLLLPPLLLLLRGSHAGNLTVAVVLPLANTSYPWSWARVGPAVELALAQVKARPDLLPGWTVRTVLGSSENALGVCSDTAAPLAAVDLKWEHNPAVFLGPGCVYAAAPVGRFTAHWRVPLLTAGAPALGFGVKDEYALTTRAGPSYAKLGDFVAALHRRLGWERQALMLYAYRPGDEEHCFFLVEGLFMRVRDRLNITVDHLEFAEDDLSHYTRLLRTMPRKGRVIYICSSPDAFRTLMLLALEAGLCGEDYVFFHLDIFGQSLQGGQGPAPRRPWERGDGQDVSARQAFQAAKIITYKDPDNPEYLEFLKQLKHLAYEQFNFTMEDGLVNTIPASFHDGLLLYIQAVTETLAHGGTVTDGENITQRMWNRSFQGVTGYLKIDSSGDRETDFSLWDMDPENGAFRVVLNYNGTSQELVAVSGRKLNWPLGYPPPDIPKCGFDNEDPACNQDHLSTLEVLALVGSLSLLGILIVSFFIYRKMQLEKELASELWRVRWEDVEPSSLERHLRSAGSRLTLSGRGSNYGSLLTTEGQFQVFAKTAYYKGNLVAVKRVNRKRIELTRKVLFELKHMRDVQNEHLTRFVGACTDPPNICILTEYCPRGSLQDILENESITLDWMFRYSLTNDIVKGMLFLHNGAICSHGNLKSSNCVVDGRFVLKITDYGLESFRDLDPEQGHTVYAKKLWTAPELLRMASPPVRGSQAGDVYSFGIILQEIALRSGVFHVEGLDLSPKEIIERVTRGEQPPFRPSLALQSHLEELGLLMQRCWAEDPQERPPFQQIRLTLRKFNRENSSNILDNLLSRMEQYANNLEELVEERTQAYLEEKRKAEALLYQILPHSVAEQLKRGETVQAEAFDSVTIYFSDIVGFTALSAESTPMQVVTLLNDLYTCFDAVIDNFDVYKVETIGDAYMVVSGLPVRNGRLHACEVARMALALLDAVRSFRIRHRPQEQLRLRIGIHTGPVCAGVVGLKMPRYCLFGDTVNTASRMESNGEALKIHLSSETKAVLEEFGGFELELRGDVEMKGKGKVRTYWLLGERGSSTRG
ADAM10 inh = inhibits human ADAM10 | O14672 | recombinant ADAM10, EDANS/DABCYL FRET peptide cleavage, 3 h | inhibition, % at 7 µM | actives 0.62% (n = 370,000);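 active = inhibition above a per-campaign cutoff equal to the mean of compounds falling between control-based bounds plus 3 SD, cut at about 20% in these data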;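 note: 0% = DMSO wells while the 100% control is not disclosed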
DAX1 inh-2 = blocks DAX1 repression of SF-1 activated StAR promoter; HEK293T StAR-luciferase reporter, SF-1/DAX-1 repression relief; inhibition, % at 6.8 µM; actives 1.1% (n = 370,000); AID 652010;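 active = inhibition above the mean over all tested compounds plus 3 SD, cut at about 3.6% in these data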;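 note: 0% = DAX-1 cells with DMSO and 100% = cells lacking DAX-1 with DMSO; higher inhibition means more luminescence from relief of DAX-1 repression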
* marks the source's active call; other numbers are inactive results; . = no result given.

SMILES | hgDAF12 agonist | DAX1 inh-1 | NPR2 activator | SMARCA2 act | GAA850 FXN act | sPLA2-III inh | hcDAF12 agonist | ssDAF-12 act | GC-A act | ADAM10 inh | DAX1 inh-2
COc1cccc(-c2cccc(-c3nc(C(=O)NCCCN4CCOCC4)cc4c3[C@H](CCO)N(S(=O)C(C)(C)C)C4)c2)c1 (some centres undefined) | -5.0 | . | -3 | 1 | . | -5 | -1.4 | -1.5 | 3 | -10 | -2.6
COC(=O)c1sc(NC(=O)C2CCCO2)c(C(=O)OC)c1C (centres undefined) | 0.5 | -0.1 | 3 | -2 | -1.0 | -4 | -0.9 | -0.8 | -6 | -3 | -0.1
COc1ccc(Cn2ccc3ccc(-c4ccc5ccn(C(=O)c6ccc(C)cc6)c5c4)cc32)cc1 | 1.2 | . | -7 | 0 | . | 0 | -2.3 | -0.7 | -2 | -29 | -0.8
CCC(C)(C(=O)Nc1ccc2c(c1)OCCO2)N(C(C)=O)c1ccc(C(N)=O)cc1 (centres undefined) | -0.2 | 1.0 | 9 | -5 | -6.0 | 2 | -0.5 | -1.5 | 3 | -6 | 0.4
Cc1ccc(S(=O)(=O)N2CCC(=O)N(CCOC(=O)Nc3cccc(Cl)c3)CC2)cc1 | -1.2 | -0.8 | -9 | 1 | 9.4* | -35 | -1.5 | -1.6 | -4 | 3 | -0.9
Cc1ccc(CN2CCC[C@]3(N[C@H](c4ccc(C)cc4)[C@@H]4C(=O)N(Cc5ccccc5)C(=O)[C@@H]43)C2=O)cc1 | 5.9 | 0.2 | 6 | 2 | -4.2 | -10 | -0.8 | -1.0 | 4 | 18 | -1.1
Cc1ccc(S(=O)(=O)CCC(=O)OCc2cc(C)ccc2C)cc1 | 5.6 | 0.3 | -2 | -2 | 1.7 | -11 | -1.2 | -0.8 | -1 | -6 | 0.2
Cc1c(Cl)cccc1NS(=O)(=O)c1ccc(-c2ccc(=O)[nH]n2)o1 | -2.6 | 1.2 | 2 | -3 | 1.5 | 2 | -1.0 | -1.1 | 2 | -5 | -0.1
CCNc1nc(NCC)nc(SCCOC(=O)Nc2ccc(Cl)cc2Cl)n1 | -0.4 | 2.4 | 3 | -2 | 0.0 | -16 | -1.6 | -1.3 | -4 | 9 | -0.5
CCOC(=O)c1sc2ncnc(N3CCN(CC)CC3)c2c1C | 1.8 | 2.6 | 4 | 0 | 1.7 | -4 | -0.3 | -1.1 | -1 | -32 | 0.3
O=C(Nc1ccc(Oc2ccccc2)cc1)c1csc([C@H]2C[C@H](O)[C@@H](CO)O2)n1 | -7.6 | . | -3 | -4 | -7.6 | -8 | -4.8 | -2.6 | 7 | 9 | -5.3
CCc1nnc(NC(=O)c2ccc(-c3ccc(F)cc3)o2)s1 | -0.6 | 1.1 | -5 | -1 | 1.1 | 3 | -0.5 | -1.5 | 0 | -13 | 1.1
O=C(NCCNC(=O)C(F)(F)F)c1ccncc1 | 0.5 | 1.3 | -1 | 2 | -0.5 | 4 | 0.6 | -1.2 | 5 | -3 | 0.2
Cc1nn(CC(=O)OC(C)C(=O)Nc2ccccc2[N+](=O)[O-])c(C)c1[N+](=O)[O-] (centres undefined) | -1.0 | -0.1 | -9 | -4 | 3.1 | 8 | 0.5 | 3.5* | 0 | 3 | 0.4
CCc1ccc(/C=C2\C(=N)N3N=C(CC(=O)N4CCCCC4)SC3=NC2=O)cc1 | 0.2 | 0.0 | -5 | -2 | -2.1 | -3 | -2.4 | -1.3 | 2 | -14 | -0.1
O=C(COc1cccc2ccccc12)NNC(=O)C1CCCO1 (centres undefined) | -1.1 | 0.8 | 0 | -2 | -1.4 | 1 | -1.6 | -1.5 | -1 | 2 | 0.7
Cc1ccc(NC(=O)C2CCCN(c3ncnc4c3nc3n4CCCCC3)C2)cc1Cl (centres undefined) | -0.6 | -0.6 | -9 | -1 | -0.4 | 1 | -0.8 | -1.4 | 0 | 5 | -0.5
COc1ccc(/C=N/N=C2/NC(=O)C(CC(=O)NC(N)=O)S2)cc1 (centres undefined) | 0.3 | 0.3 | 3 | -1 | -0.2 | 7 | 0.5 | -1.3 | 0 | -3 | -0.6
COc1cc(C(=O)OC2CC3CCC2(C)C3(C)C)ccc1OC(C)=O (centres undefined) | 5.5 | 4.7* | -3 | 3 | 1.4 | -1 | -1.2 | -0.3 | 0 | -11 | -0.7
CC(C)(C)c1cc(-c2nc(N)nc(N)n2)c(O)c(C(C)(C)C)c1 | 0.5 | 0.0 | -1 | 1 | 3.6 | -10 | -1.0 | -1.3 | -1 | 5 | -0.4
Cc1ccc(NC(=O)CO/N=C/c2ccc(N(C)C)cc2)cc1 | 2.5 | -0.3 | 1 | 0 | 0.2 | 3 | -0.7 | -1.4 | 3 | -11 | -0.3
CC(C)N1CC(C(=O)Nc2ccc(Cl)c([N+](=O)[O-])c2)CC1=O (centres undefined) | -1.9 | -0.3 | -6 | 2 | 1.5 | 3 | -1.5 | -0.8 | -1 | -8 | 0.0
C/C(CC(=O)NCc1ccco1)=N\NC(=O)COc1ccc(Cl)cc1Cl | -2.4 | 2.9 | -1 | -3 | 1.9 | -1 | -0.9 | -1.9 | -6 | -6 | 0.0
Cc1nc(Nc2ccc(C(=O)O)cc2)sc1-c1ccccc1 | 17* | 0.8 | -8 | 9.1* | 3.9 | 1 | 10* | 2.6* | 1 | -5 | 5.5*
N#Cc1ccccc1NC(=O)COC(=O)c1c[nH]c2ccccc12 | 2.0 | -0.2 | -10 | 0 | 1.3 | -6 | 1.1 | 0.1 | -1 | -12 | 0.3
Cc1ccc(C2C(C=Nc3c(C)n(C)n(-c4ccccc4)c3=O)=C(c3ccccc3)Oc3ccccc32)cc1 (centres undefined) | -1.8 | 0.6 | 1 | 3 | 3.2 | -1 | -0.5 | -1.2 | -4 | 9 | 0.1
Cc1nc(C(=O)Nc2cc(Cl)ccc2Cl)nn1-c1cc(OC(C)C)c(Cl)cc1Cl | -0.9 | 0.9 | 5 | 7 | 3.4 | 1 | -0.2 | -1.2 | -1 | 7 | 0.0
COc1ccc(N2CC(C(=O)OCC(=O)Nc3cccc(C)c3C)CC2=O)cc1 (centres undefined) | 0.4 | 1.9 | -5 | -2 | -0.2 | -1 | -1.1 | -0.9 | 1 | 2 | 0.0
COc1ccc(N(CC(=O)NC2CCCC2)C(=O)Cn2nnc(-c3ccc(C)o3)n2)c(OC)c1 | 0.6 | 0.5 | -3 | -1 | -1.1 | 1 | -0.6 | -1.2 | 1 | -2 | -0.5
CCCCN(C(=O)C(C)N1C(=O)c2ccccc2C1=O)c1c(N)n(CC(C)C)c(=O)[nH]c1=O (centres undefined) | 1.5 | 0.8 | 0 | 0 | 0.5 | -3 | -1.4 | -1.1 | 2 | -8 | -0.3
CC1(C)CC(N2CN(C3CCCCC3)CC2=O)CC(C)(C)N1 | -1.2 | -0.6 | -6 | 0 | 2.6 | 3 | 0.9 | -0.9 | 4 | -4 | 0.3
O=C/C(=C\Nc1ccc(Br)cc1)c1nc2ccccc2o1 | -1.7 | 0.1 | 3 | 4 | 1.3 | 3 | 4.5 | -0.9 | -5 | -11 | 0.3
Cc1ccc(S(=O)(=O)Oc2ccccc2/C=C2/SC(=O)NC2=O)cc1 | -2.8 | 0.1 | -4 | -1 | 0.8 | -38 | -1.0 | -0.9 | 3 | -1 | -0.1
O=C(CSc1nc2cc(Cl)ccc2o1)NC1CC1 | -1.4 | -0.1 | -1 | -1 | -0.1 | 0 | 0.5 | -1.5 | 0 | -3 | 2.2
CCn1cc(Cl)c(C(=O)Nc2nc3ccccc3n2CCN2CCCCC2)n1 | 2.9 | 0.8 | -7 | -1 | -1.0 | 3 | 1.0 | -1.4 | -5 | -21 | 0.1
CC(NC(=O)C(C)N1CCN(Cc2ccccc2)CC1)c1ccc(F)cc1 (centres undefined) | -0.1 | -1.8 | 1 | 0 | 0.0 | -4 | -1.5 | 0.6 | -2 | -3 | -0.2
Cc1ccc(S(=O)(=O)NCc2ccccc2)cc1C(=O)N(C)CC(=O)Nc1ccccc1Br | -0.1 | -0.6 | -3 | -4 | -0.6 | -13 | -1.1 | -1.3 | -2 | 2 | -0.7
Cc1ccc(-n2ncc3c(NCc4cccnc4)ncnc32)c(C)c1 | -7.5 | -2.7 | -3 | -6 | 2.3 | -8 | -5.0 | -1.9 | 1 | -4 | -2.0
CCn1c(SCC(=O)NC2CCCCC2)nnc1C(CO)NC(=O)c1ccccc1 (centres undefined) | -1.4 | -0.1 | 10 | 1 | 0.7 | 2 | -1.1 | -0.9 | 0 | -3 | 0.5
CC(=O)c1c(C(=O)O)c2ccccc2[nH]c1=O | -1.4 | 4.8* | 5 | -4 | -0.9 | 1 | 0.1 | -1.4 | 2 | -163 | 0.1
CCOC(=O)Nc1ccc2nc(N3CCCCCC3)sc2c1 | 11* | -0.1 | -1 | 0 | 1.0 | 8 | 1.0 | -0.3 | 0 | -6 | 0.0
COc1ccc(Oc2nc3ccccc3nc2C(F)(F)F)cc1 | -1.5 | 0.8 | 0 | 2 | 2.5 | 4 | -1.1 | -1.2 | -2 | 2 | -0.4
O=C(Nc1cccc(S(=O)(=O)N2CCOCC2)c1)c1cc([N+](=O)[O-])ccc1N1CCOCC1 | -3.2 | 0.8 | -7 | -2 | -1.4 | 12 | 0.4 | -1.6 | 0 | -7 | 0.9
O=C(Nc1cc2c(cc1Br)OCCCO2)c1cccnc1 | 2.0 | 1.2 | 1 | 4 | 0.0 | -3 | 0.7 | -1.1 | 4 | -5 | 1.9
COc1cc(CC(=O)Oc2ccc3c(c2)OCO3)cc(OC)c1OC | -1.8 | 0.3 | 0 | 0 | -1.5 | 1 | -1.7 | -1.1 | 3 | -14 | -0.8

Part of the list above, with tabs:
SMILES	hgDAF12 agonist	DAX1 inh-1	NPR2 activator	SMARCA2 act	GAA850 FXN act	sPLA2-III inh	hcDAF12 agonist	ssDAF-12 act	GC-A act	ADAM10 inh	DAX1 inh-2
Cc1ccc(S(=O)(=O)Oc2ccccc2/C=C2/SC(=O)NC2=O)cc1	-2.8	0.1	-4	-1	0.8	-38	-1.0	-0.9	3	-1	-0.1
O=C(CSc1nc2cc(Cl)ccc2o1)NC1CC1	-1.4	-0.1	-1	-1	-0.1	0	0.5	-1.5	0	-3	2.2

New compounds follow
SMILES | hgDAF12 agonist | DAX1 inh-1 | NPR2 activator | SMARCA2 act | GAA850 FXN act | sPLA2-III inh | hcDAF12 agonist | ssDAF-12 act | GC-A act | ADAM10 inh | DAX1 inh-2
CCOC(=O)C1CN(S(=O)(=O)c2ccc(OC)cc2)c2ccccc2O1 (centres undefined) | -1.3 | -1.1 | 0 | -4 | 2.3 | 5 | -0.3 | -0.7 | 0 | 11 | -0.2
COc1cccc(-c2nn[nH]n2)c1O | -2.4 | 0.8 | 7 | -3 | -0.7 | 3 | 1.0 | 0.4 | 4 | 9 | 0.2
Cc1ccc(Nc2c(N)c(=O)oc3ccccc23)cc1 | 5.6 | -0.6 | -2 | 0 | -0.9 | 1 | 3.0 | -0.9 | -9 | -13 | 0.2
CSCc1c(C(=O)OCC(=O)c2ccc[nH]2)oc2ccccc12 | 0.5 | -1.0 | 1 | 0 | -0.2 | -9 | 1.2 | -0.1 | -5 | -1 | -0.3

An unsorted share of the library; about 6.6% have a hit in one of these screens.
